Source: PubChem (several laboratories)
Rin1-Abl PPI inh – blocks binding of human Rin1 to Abl. TR-FRET Rin1/Abl binding, biochemical. inhibition, % at 7.35 µM. 360,000 tested, 0.4% active. AID 588664; in the data active means inhibition above about 5%, passing the limit was not always enough
NadD inh – NadD (S. aureus) enzyme inhibition | purified NadD enzyme, colorimetric absorbance read-out | inhibition, % at 20 µM | 360,000 tested, 0.78% active | AID 602399; in the data active means inhibition above about 26%; further: some compounds past the cut are filed as inactive
CSN deneddyl inh – inhibitors of human CSN-mediated cullin deneddylation | inhibition, % at 12.5 µM | 360,000 tested, 0.38% active | Purified CSN, SCF-Nedd8-OG deneddylation, fluorescence polarization | AID 651999;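 active means pattern-corrected inhibition above about 35%, with an unprinted fluorescence ratio check between 0.5 and 1.5, limit read from the data, passing the limit was not always enough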;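 further: 0% = enzyme with substrate and 100% = substrate without enzyme; some results filed as inactive read as strong as hits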
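Detection – fluorescence polarization · System – HEK293T-derived human Csn5 enzyme · Controls – substrate-only high control, full reaction low control · Timing – 90 min, room temperature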
Rpn11 inh – Rpn11 (human) deubiquitinase inhibition; O00487; human 26S proteasome, Ub4-pepOG fluorescence polarization; 20S core pre-blocked with epoxomicin; calls only at 20 µM; 360,000 tested, 0.59% active; AID 588493;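 active means inhibition at 20 µM, scaled to each plate's controls, above about 33%, limit read from the data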
Target sequence (O00487 whole entry, looked up): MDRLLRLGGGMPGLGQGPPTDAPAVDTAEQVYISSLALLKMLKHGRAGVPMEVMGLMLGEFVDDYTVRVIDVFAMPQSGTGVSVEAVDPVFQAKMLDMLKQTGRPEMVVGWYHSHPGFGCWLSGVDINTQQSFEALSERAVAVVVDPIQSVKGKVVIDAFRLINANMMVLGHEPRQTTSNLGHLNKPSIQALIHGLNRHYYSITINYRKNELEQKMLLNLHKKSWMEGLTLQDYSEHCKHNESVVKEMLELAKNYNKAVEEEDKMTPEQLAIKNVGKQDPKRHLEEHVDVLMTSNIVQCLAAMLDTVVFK
Neddylation inh – inhibitors of human cullin neddylation. P61081+Q13564. TR-FRET cullin neddylation, biochemical. calls only at 25 µM. 360,000 tested, 0.58% active. AID 651699; in the data active means inhibition above about 36%
FAS-TE inh – blocks the thioesterase domain of human fatty acid synthase. AID 602261. P49327. inhibition, % at 15 µM. recombinant FAS-TE, OMFH fluorogenic substrate, fluorescence endpoint. 360,000 tested, 0.67% active;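 active means compounds whose normalised, plate-corrected inhibition of enzyme fluorescence in the single-dose primary screen is 50% or more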;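 further: 0% = DMSO with enzyme and 100% = substrate without enzyme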
SKN-1 block – C. elegans SKN-1 inhibition | C. elegans VP596 Pgst-4::GFP/RFP ratio, acrylamide-induced, 24 h | inhibition, % at 21.8 µM | 360,000 tested, 0.49% active | AID 624304;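 active means interference check ratio from 0.5 to 1.5 plus GFP to RFP signal ratio inhibition reaching or exceeding a fixed threshold, cut at about 30% in these data, passing the limit was not always enough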; further: some compounds called inactive have numbers as strong as hits
MLLE-PAM2 inh – inhibitors of microRNA-mediated deadenylation, human PABP1 MLLE binding; P11940; GST-MLLE / FITC-PAM2 fluorescence polarization; inhibition, % at 20 µM; 360,000 tested, 0.36% active; in the data active means inhibition above about 35%, passing the limit was not always enough;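 further: plate controls were DMSO wells with GST-MLLE for no effect and wells lacking GST-MLLE protein for full effect; some results filed as inactive read as strong as hits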
Target sequence (P11940 whole entry, looked up): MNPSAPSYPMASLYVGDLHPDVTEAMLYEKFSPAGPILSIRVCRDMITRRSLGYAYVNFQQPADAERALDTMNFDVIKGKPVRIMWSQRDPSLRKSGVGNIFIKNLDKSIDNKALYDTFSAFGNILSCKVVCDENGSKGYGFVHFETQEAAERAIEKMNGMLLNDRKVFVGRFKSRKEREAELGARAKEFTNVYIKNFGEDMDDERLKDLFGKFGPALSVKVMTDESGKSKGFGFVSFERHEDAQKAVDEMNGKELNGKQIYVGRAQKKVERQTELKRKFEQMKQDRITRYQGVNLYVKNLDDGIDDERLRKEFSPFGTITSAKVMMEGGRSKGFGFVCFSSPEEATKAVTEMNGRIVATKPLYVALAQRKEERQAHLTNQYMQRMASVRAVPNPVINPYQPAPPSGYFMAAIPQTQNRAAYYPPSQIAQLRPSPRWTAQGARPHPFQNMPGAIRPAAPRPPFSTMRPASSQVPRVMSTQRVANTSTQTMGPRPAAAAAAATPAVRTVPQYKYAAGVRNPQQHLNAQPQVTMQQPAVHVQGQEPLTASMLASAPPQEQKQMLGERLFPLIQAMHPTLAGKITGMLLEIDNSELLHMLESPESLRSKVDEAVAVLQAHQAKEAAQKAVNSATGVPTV
MT1-MMP act inh – inhibitors of human MT1-MMP activation; P50281; HT1080 RFP-PRO-GFP cells, GFP/RFP ratio fluorescence, overnight; percent of plate control window, DMSO zero; GFP/RFP ratio change, % at 20 µM; 360,000 tested, 0.061% active; AID 651647;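 active means GFP/RFP ratio change of at least 30% with cell ATP level not reduced by more than half and red fluorescence within 50% of control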; further: strong numbers were not always called active
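Assay system: HT1080 RFP-PRO-GFP cells | Dosing: 20 µM single dose, 1% DMSO | Incubation: Cells overnight before dosing, compound overnight, 37 °C, 5% CO2 | Evaluation: GFP/RFP fluorescence ratio | Control set: DMSO-only wells and HT1080 RFP-L50D-GFP cell wells as references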
* = called active by the depositor; i = inactive; . = not tested or not shown.

Molecule	Rin1-Abl PPI inh	NadD inh	CSN deneddyl inh	Rpn11 inh	Neddylation inh	FAS-TE inh	SKN-1 block	MLLE-PAM2 inh	MT1-MMP act inh
CN1CCC(=O)N([C@H](CC#N)c2ccccc2)CC1	2.5	-2.3	-7.1	i	i	-8.7	6.9	5.0	-3.3
Cc1cccc(N2CCN(C(=O)c3ccncc3)CC2C)c1 (configuration not stated)	0.0	-0.4	-2.4	i	i	-4.1	-11.2	-7.0	1.1
O=P(O)(O)c1ccccc1OCCOCCOCCOCCOc1ccccc1P(=O)(O)O	0.7	-1.3	5.1	i	i	-4.3	7.2	-0.6	-1.2
Cc1cc(C)nc(NC(=S)Nc2ccc(F)cc2F)c1	0.8	0.2	3.0	i	i	4.6	-2.5	30.1	5.1
NC(=O)c1ccccc1NS(=O)(=O)c1ccc(F)cc1	1.2	-0.8	-0.9	i	i	-3.7	15.0	5.6	11.5
COc1ccc(C2C(C(=O)N3CCN(C)CC3)c3cc(OC)c(OC)cc3C(=O)N2C)cc1 (configuration not stated)	-1.1	6.0	0.3	i	i	-4.2	4.6	-4.4	-0.3
COc1ccc(C(CCNC(C)c2ccccc2)c2ccc(F)cc2)cc1 (configuration not stated)	0.6	-0.1	-8.3	i	i	5.9	-3.2	6.3	-2.0
Nc1nc2ccc(Cl)cc2cc1C(=O)NCCCN1CCOCC1	.	.	1.8	.	.	.	-3.1	.	-0.1
CCc1cc2c(N3CCN(C(=O)c4ccco4)CC3)ncnc2s1	0.4	-4.3	-3.9	i	i	3.4	9.4	-4.6	3.1
COc1ccccc1CNC(=O)C(=O)NCC1CCCN1S(=O)(=O)c1cc(C)ccc1C (configuration not stated)	1.4	-1.7	-3.3	i	i	6.0	0.0	2.2	3.9
Cc1cccc(C)c1NC(=O)CN(C)C(=O)CN1C(=O)NC(C)(C)C1=O	1.0	-3.4	-0.1	i	i	-7.0	-22.0	-58.8	5.0
Cc1ccc(-n2c(SCC(=O)Nc3cccc(S(N)(=O)=O)c3)nc3ccccc32)cc1	4.1	9.9	-5.9	i	i	24.3	-2.5	-71.0	-8.1
CCOC(=O)c1c(CC(C)C)csc1NC(=O)COC(=O)C1=NNC(=O)CC1	-0.1	1.0	-5.8	i	i	3.2	-0.8	4.5	-5.1
CCCCNC(=O)CCC(=O)NNc1nc2ccccc2c2nc(-c3ccccc3)nn12	0.7	1.2	0.7	i	i	-2.9	10.1	-6.6	10.2
COC(=O)c1ccc(C(=O)N(C)C2CCCN(Cc3ccccc3F)C2)cc1 (configuration not stated)	-0.8	3.2	0.1	i	i	-2.8	11.7	6.1	-3.6
CCOC(=O)C1=C(N)Oc2ccc3ccccc3c2C1c1cccnc1 (configuration not stated)	-0.9	10.4	1.0	i	i	1.1	7.0	-2.3	-1.2
Cc1cc(C)c(NC(=O)/C=C\C(=O)O)c(Cl)c1	3.1	2.6	3.5	i	i	-9.6	3.3	3.0	3.4
Cc1csc(=O)n1CC(=O)OCC(=O)NCc1ccc(F)cc1	4.0	-5.7	0.0	i	i	-6.8	-1.9	9.3	5.9
COc1ccccc1N1CCN(C(=O)c2cc(C)on2)CC1	2.1	-6.2	2.7	i	i	-4.0	5.6	-3.6	-1.9
O=S(=O)(Nc1nc2ccccc2nc1Nc1ccc(N2CCOCC2)cc1)c1cc(Cl)ccc1Cl	-1.5	23.4	-1.6	i	i	22.9	11.1	-53.8	-32.0
O=C(Cc1ccsc1)N1CCN(S(=O)(=O)c2cc(C(F)(F)F)cc(C(F)(F)F)c2)CC1	0.3	-1.9	2.6	i	i	-0.7	3.4	8.3	-4.1
CCCNC(=O)C1(C)CCN(Cc2ccc3ccccc3c2Br)C1 (configuration not stated)	-7.3	-1.1	0.6	i	i	10.2	1.0	16.6	-2.9
Cc1ccc2cc(-c3noc(C4CCCO4)n3)c(=O)[nH]c2c1 (configuration not stated)	-0.3	7.2	1.9	i	.	-7.4	-7.5	-12.2	1.6
O=C(NC1CCCC1)C(c1ccco1)N(Cc1ccccc1)C(=O)c1csnn1 (configuration not stated)	-2.5	6.8	-1.1	i	i	17.1	9.3	-73.2	-3.9
C#CCN1C=CC(=O)[C@@H](OC(=O)Nc2ccc(OC)cc2)[C@H]1c1ccccc1Br	-0.7	-5.3	-1.8	i	i	1.0	7.9	-14.3	0.5
Cc1cccc(Cn2nc(-n3cccc3)c3c(C)cc(C)nc32)c1	-0.5	4.8	-10.0	i	.	20.0	1.0	-8.3	-4.2
Cc1ccc(S(=O)(=O)N(CC(=O)NC2CCCCCC2)c2ccccc2F)cc1	-2.3	-7.0	-3.2	i	i	0.5	-13.8	1.6	-0.6
CC1(C)OC(c2ccccc2)=C/C(=C/C=N/NC(=O)c2ccncc2)O1	-1.9	2.4	3.3	i	i	2.9	21.6	2.9	2.8
Cc1ccc(OCC(=O)Nc2cccc(S(=O)(=O)N3CCCCC3)c2)c([N+](=O)[O-])n1	1.0	-6.1	-9.9	i	i	19.7	4.1	18.9	4.1
CCOc1ccc(CNn2cnnc2)cc1	-0.4	-1.6	0.1	i	i	-3.2	-15.7	0.7	5.1

Random excerpt: 3 compounds from above.
Molecule	Rin1-Abl PPI inh	NadD inh	CSN deneddyl inh	Rpn11 inh	Neddylation inh	FAS-TE inh	SKN-1 block	MLLE-PAM2 inh	MT1-MMP act inh
COc1ccccc1CNC(=O)C(=O)NCC1CCCN1S(=O)(=O)c1cc(C)ccc1C (configuration not stated)	1.4	-1.7	-3.3	i	i	6.0	0.0	2.2	3.9
NC(=O)c1ccccc1NS(=O)(=O)c1ccc(F)cc1	1.2	-0.8	-0.9	i	i	-3.7	15.0	5.6	11.5
Cc1ccc(-n2c(SCC(=O)Nc3cccc(S(N)(=O)=O)c3)nc3ccccc32)cc1	4.1	9.9	-5.9	i	i	24.3	-2.5	-71.0	-8.1

(cont.)
Molecule	Rin1-Abl PPI inh	NadD inh	CSN deneddyl inh	Rpn11 inh	Neddylation inh	FAS-TE inh	SKN-1 block	MLLE-PAM2 inh	MT1-MMP act inh
O=C(Cc1ccccc1)Nc1ccc(N2CCN(Cc3ccccc3F)CC2)cc1	-3.0	0.5	5.3	i	i	-6.4	-0.2	-10.6	1.7
O=CNc1cc2c(cc1Br)-c1ccccc1C2O (configuration not stated)	-1.1	1.5	-1.0	i	i	-6.8	-4.4	4.5	5.2
CCC(=O)NC(=S)Nc1ccc(NC(=S)NC(=O)c2ccccc2)cc1	0.1	0.5	-3.1	i	i	12.4	4.0	32.3	0.5
Cc1ccc2nc(N3CCC(C(=O)O)CC3)nc(-c3ccccc3)c2c1	-1.6	13.2	1.9	i	.	0.4	20.4	2.7	-6.8
COc1cc(OC)cc(C(=O)N2CCN(C(=O)c3cccc(F)c3)CC2)c1	-1.6	-0.3	2.5	i	i	-11.7	-16.7	-3.7	0.5
COC(=O)CN(c1ccc(OC)c(OC)c1)S(C)(=O)=O	-0.7	3.7	2.4	i	i	-4.8	1.1	6.8	-1.4
CCN(CC)CCNC(=O)CNC(=S)N(CCCN1CCOCC1)Cc1cccs1	-5.4	-2.7	3.1	i	i	-5.3	-0.3	-39.6	0.6
CCc1ccc2c(c1)NC(=O)C2(C)Cc1ccc(OC(F)(F)F)cc1 (configuration not stated)	2.2	4.9	-8.8	i	i	28.9	8.2	8.4	-5.3
Cc1cccc(NC(=O)CN2C(=O)N/C(=C\c3cccn3-c3cccc(C(=O)O)c3)C2=O)c1	0.2	1.8	6.5	i	i	-3.9	-0.5	-87.2	-1.8
C=CCn1c(SCC(=O)NCC2CCCO2)nc2sc(CC)cc2c1=O (configuration not stated)	1.9	1.0	-1.6	i	i	-4.0	13.3	7.9	-1.6
COc1ccc(OC)c(C(=O)c2ccc(C(=O)Nc3cccc4ccccc34)cc2)c1	-0.1	-2.1	-2.1	i	i	23.6	-4.2	3.4	0.4
Cc1ccc(-c2noc(CN(C(=O)CCN3C(=O)c4ccccc4C3=O)C(C)C)n2)cc1	3.4	-8.8	-12.4	i	i	12.3	-46.6	-1.3	23.7
Cc1oc2cc3oc(=O)ccc3cc2c1C	-1.7	-3.0	1.9	i	i	-0.5	-11.5	-7.3	0.6
COc1ccccc1C(=O)NNC(=O)C(=O)NC1CCCCC1	1.6	-1.0	5.0	i	i	-7.4	-8.2	-9.0	4.4
Nc1c2c(nc3sc4c(c13)CCCC4)-c1ccccc1CC2	-0.9	5.3	2.8	i	i	28.9	1.8	-9.8	2.2
Cc1ccc(OCC(=O)Nc2ccc(S(=O)(=O)N(C)C3CCN(C)CC3)cc2)c(C)c1	-1.0	-7.3	-5.5	i	i	-3.0	5.6	-107.0	-3.4
Cc1cccc(-c2nnn(C/C(N)=N/O)n2)c1	0.6	-2.4	-2.6	i	i	-9.4	11.8	3.2	4.1
O=C(CP(=O)(c1ccccc1)c1ccccc1)N1CCCCC1	-1.4	-1.3	-4.6	i	i	-4.7	8.1	8.1	0.8
CC(OC(=O)c1nn(C)c(=O)c2ccccc12)C(=O)NCc1ccc2c(c1)OCO2 (configuration not stated)	-0.8	3.4	-2.4	i	i	0.5	4.9	0.9	-2.4
O=C(CCCN=C1NS(=O)(=O)c2ccccc21)OCC(=O)N1CCc2ccccc21	-0.3	1.4	8.8	i	i	-1.3	22.1	-13.0	3.1
C/C=C(\C)CN1CCN(c2ccc(C)cc2)CC1	-0.6	-3.3	-2.8	i	i	-1.6	-12.3	11.5	0.9
OC(CN1CCCCC1)CN1CCCCC1	-0.1	0.9	6.8	i	i	-3.2	13.7	4.0	1.4
CSc1nc(C)c2c(n1)N(c1ccc(C(C)C)cc1)CC2	-0.1	-13.3	-0.3	i	i	20.9	14.6	9.8	0.9
CCOC(=O)C[C@H]1c2ccc(C(F)(F)F)cc2S(=O)(=O)N1c1cccc(OC)c1	0.9	-9.2	6.5	i	i	14.4	4.8	-45.0	0.2
Cn1c(SCc2ccccn2)nnc1-c1ccccc1	2.2	3.4	-6.7	i	i	-5.6	7.7	5.6	-2.0
CCSc1nc2c(c(=O)[nH]1)C(c1ccncc1)C(C(=O)OC)=C(C)N2 (configuration not stated)	4.1	2.4	-8.6	i	i	-6.3	12.8	-14.8	1.3
COc1cc2cc(CN(C(=O)NC3CCCCC3)C3CCCC3)c(=O)[nH]c2cc1OC	2.0	8.7	-0.5	i	i	7.6	-3.0	11.6	.
COC(=O)[C@@H](NC(=O)Nc1ccccc1F)C(C)C	0.4	0.6	4.9	i	i	-5.3	-4.0	-3.1	-1.6
Cc1ccc(CNC(=O)c2ccc(N3CCCC3=O)cc2)cc1	-4.7	6.5	1.8	i	i	-1.5	-9.1	5.6	1.5
CCn1c(=O)cc(OCC(=O)NC2CCCCC2)c2ccccc21	0.2	1.0	1.8	i	i	-8.4	-35.1	13.2	3.7
CN(CCOc1ccccc1)C(=O)CNC(=O)c1ccc(C(C)(C)C)cc1	0.0	-0.6	-0.8	i	i	-6.6	-10.6	4.2	0.8
Cc1cc(/C=C2/NC(=O)NC2=O)c(C)n1-c1ccncc1	-0.6	0.1	-3.3	i	i	-3.5	-2.0	-12.6	-4.4
COc1ccc(/C=N/n2c(C)nnc2C)c(OC)c1	-1.9	2.2	2.2	i	i	-7.2	2.9	-3.8	1.8
Cc1nn2c(Nc3ccc(F)cc3)c3c(nc2c1-c1ccccc1)CCC3	0.3	6.6	-4.9	i	i	-5.5	-0.9	18.4	5.5
